Compound activity from PubChem BioAssay.
FUS yeast rescue: qHTS for Suppressors of FUS Proteinopathy: Primary screen using FUS-linked yeast assay; S. cerevisiae FUS-expressing, growth rescue, OD600, 24 h; Potency, µM (highest dose often 76.6 µM), for inactives: top-dose growth rescue (activation), actives largely listed as activators; 390,000 tested, 0.24% active; AID 1347120, 2019;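 note: potency is the fitted concentration of half-maximal effect; plate controls were DMSO vehicle for no effect and reference control for full effect; nearly all actives have a fitted effect of over 55% in size; some results filed as inactive show a strong effect at the top dose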
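Yeast FUS proteinopathy model; galactose-induced FUS (2%), starting OD 0.005. Cpds in dilution series, 24hr, 30C, 99% humidity. Abs 600 nm growth. Pos ctrl CP55940 (top 92uM final); neg ctrl DMSO.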
EPAC1 ag: qHTS for Agonist of cAMP-regulated guanine nucleotide exchange factor 3 (EPAC1): primary screen. Rap guanine nucleotide exchange factor 3 (Homo sapiens), O95398. EPAC1 agonist qHTS, biochemical assay; response scale: 100% = response to 6.5 mM cAMP. Potency, µM (series often up to 154 µM), without a hit: at the top dose activation, actives largely listed as activators. 360,000 tested, 0.073% active. AID 720707, 2013; note: potency is the fitted concentration of half-maximal effect; nearly all actives have a fitted effect of over 60% in size
Target sequence (O95398 whole entry, looked up): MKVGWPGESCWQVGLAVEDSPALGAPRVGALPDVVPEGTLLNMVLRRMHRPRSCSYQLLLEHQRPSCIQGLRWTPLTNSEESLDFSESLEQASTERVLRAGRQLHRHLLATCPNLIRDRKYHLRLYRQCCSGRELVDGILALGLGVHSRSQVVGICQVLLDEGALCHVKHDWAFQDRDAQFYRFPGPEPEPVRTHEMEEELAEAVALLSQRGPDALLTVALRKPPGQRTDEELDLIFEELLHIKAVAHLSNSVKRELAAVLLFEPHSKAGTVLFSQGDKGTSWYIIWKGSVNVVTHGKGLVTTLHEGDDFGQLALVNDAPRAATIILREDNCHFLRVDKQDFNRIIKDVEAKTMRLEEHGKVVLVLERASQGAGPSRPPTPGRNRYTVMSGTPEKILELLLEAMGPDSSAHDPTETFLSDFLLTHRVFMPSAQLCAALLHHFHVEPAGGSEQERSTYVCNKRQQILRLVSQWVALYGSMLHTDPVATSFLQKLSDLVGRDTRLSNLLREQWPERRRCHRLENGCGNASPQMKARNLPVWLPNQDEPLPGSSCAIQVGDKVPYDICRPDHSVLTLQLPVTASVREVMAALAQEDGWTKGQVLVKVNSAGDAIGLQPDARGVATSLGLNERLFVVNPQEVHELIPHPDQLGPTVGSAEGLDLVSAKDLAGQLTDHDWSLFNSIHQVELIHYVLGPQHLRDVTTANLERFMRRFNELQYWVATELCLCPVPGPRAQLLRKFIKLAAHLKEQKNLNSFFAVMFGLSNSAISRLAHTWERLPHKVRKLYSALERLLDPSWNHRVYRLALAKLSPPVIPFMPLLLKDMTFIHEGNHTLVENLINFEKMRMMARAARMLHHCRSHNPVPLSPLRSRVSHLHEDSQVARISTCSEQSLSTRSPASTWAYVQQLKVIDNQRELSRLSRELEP
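Read-out is the fluorescence drop as BODIPY-GDP leaves Rap1B (480 nm excitation, 540 nm emission), recorded every 5 minutes over 30 minutes. Reactions held 100 nM EPAC1, 250 nM Rap1B–BODIPY-GDP and 50 uM GDP, with 6.5 mM cAMP setting full activation.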
PI5P4K alpha inh: qHTS for Inhibitors of phosphatidylinositol 5-phosphate 4-kinase (PI5P4K). PI5P4Kalpha enzyme, ADP-Glo luminescence, 60 min; hits give low values. max response, %. 330,000 tested, 1.2% active; active = max response of -50% or lower; inconclusive = between -30% and -50%; inactive = -30% or higher; note: value at the top dose of about 77 µM; % is set by controls: 0 for no effect and ±100 for the full control effect
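Compounds were pin-transferred onto PI5P4Kalpha and substrate in HEPES pH 7.4 buffer with EGTA, CHAPS and 5% DMSO. ATP (5 microM final) started the reaction, which ran 60 minutes at room temperature before ADP-Glo detection.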
WRN helicase inh: qHTS for Inhibitors of WRN Helicase; Bifunctional 3'-5' exonuclease/ATP-dependent helicase WRN (Homo sapiens), Q14191; WRN helicase unwinding, fluorescent forked duplex, kinetic; Potency, µM (highest dose often 114 µM), without a hit: at the highest dose activity change, negative = inhibition, most hits filed as inhibitors; 360,000 tested, 0.46% active; note: potency is the fitted concentration of half-maximal effect; % is set by controls: 0 for no effect and ±100 for the full control effect; nearly all actives have a fitted effect of over 55% in size
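Kinetic red-fluorescence monitoring (525/598 nm) tracks WRN helicase activity after 100 nM fluorophore-quencher forked duplex and 2 mM ATP are added to 20 nM enzyme pretreated 15 min at room temperature with compound.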
Abeta rescue: qHTS for compounds that reverse cellular toxicity of Amyloid beta (A-beta) peptide in yeast: Primary Screen. yeast expressing A-beta42, growth rescue, OD600, 48 h; response scale: 0% DMSO, 100% iron-clioquinol control. Potency, µM (doses to about 46.1 µM), for the others: top-dose growth rescue, actives largely listed as activators. 410,000 tested, 0.063% active. AID 1347071, 2019; note: potency is the fitted concentration of half-maximal effect; nearly all actives have a fitted effect of over 55% in size
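Yeast A-beta toxicity model in growth medium with pinned compounds, 48 h at 30 C; growth read as absorbance at 600 nm. Normalized to FeCl3/clioquinol equimolar mix (positive) and DMSO (negative).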
EPAC1 antagonist: qHTS for Antagonist of cAMP-regulated guanine nucleotide exchange factor 3 (EPAC1): primary screen; EPAC1 GEF assay, Rap1b-BODIPY-GDP exchange fluorescence; Rap guanine nucleotide exchange factor 3 (Homo sapiens), O95398; 360,000 tested, 0.14% active; Potency, µM (highest dose often 115 µM), for inactives: at the highest dose activity change, negative = inhibition, hits mostly inhibitors;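 note: potency is the fitted concentration of half-maximal effect; plate controls were vehicle for no effect and positive control for full effect; nearly all actives have a fitted effect of over 50% in size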
PLK1 PBD inh: qHTS for Inhibitors of PLK1-PDB (polo-like kinase 1 - polo-box domain): Primary Screen; AID 720504, 2013; Plk1 PBD binding of FITC phosphopeptide, fluorescence polarization; Potency, µM, inactives show max response, negative = inhibition, most hits filed as inhibitors; 360,000 tested, 2.8% active; note: potency is the fitted concentration of half-maximal effect; series mostly up to about 57 µM; % is set by controls: 0 for no effect and ±100 for the full control effect; nearly all actives have a fitted effect of over 65% in size
IL-2 act: qHTS of IL-2 Activators. IL-2 activation reporter assay, cell-based qHTS; stimulated with anti-CD3/CD4/CD28 beads; in transgenic mouse T cells. activation, % (series mostly up to about 46 µM). 360,000 tested, 0.065% active. AID 652025, 2013; in the data active = activation above about 50%; inconclusive = mostly about 30% to 49%; note: 0% is about no effect
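First, unstimulated transgenic mouse T cells were exposed to compound for 60 min. Next, anti-CD3/anti-CD4-coated beads with anti-CD28 were added. Finally, after 18 h at 37 degrees C, EGFP and DsRed were imaged.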
The depositor's hits bear a star; ? = inconclusive; nt = no result given; & = joins results of further samples; [ ] = remark or other dose. Unless noted, calls come from the whole dose curve; as a rule, active = well fitted curve in the direction sought with a large enough effect; inconclusive = small, poorly fitted or top-dose-only effect, or another doubt; inactive = no such curve, though single readings can be large; an effect the other way counts as inactive or inconclusive.

1	CCC(=O)N1CCc2cc(Br)cc(S(=O)(=O)N3CCC(C(=O)NCCCOC(C)C)CC3)c21
2	CCCc1ccc(OCc2nc(-c3ccc(NC(=O)c4ccco4)cc3)no2)cc1
3	Cc1cc(C)c(C(=O)N2CCCC(Nc3ccc(C)c(C)c3)C2)o1 (stereo unspecified)
4	CCOC(=O)c1c(C)c(-c2ccccc2)n(CC(=O)N2CCN(C)CC2)c1C
5	CC1=C(C(=O)Nc2ccc(CC(=O)NCc3ccc(OC(C)C)cc3)cc2)SCCO1
6	O=c1cc(CSc2nnc(-c3cccs3)n2Cc2ccccc2)nc2sc3ccccc3n12
assay / entry,1,2,3,4,5,6
FUS yeast rescue,28%&-10%,12%,20%,-9%,-10%,?
EPAC1 ag,-2%,-7%,-10%,-12%,-2%,3%
PI5P4K alpha inh,5,-14,5,-3,3,-51*
WRN helicase inh,2%,-10%,1%,3%,-4%,-9%
Abeta rescue,-6%&2%,-19%,0%,0%,-3%,-8%
EPAC1 antagonist,6%,3%,16%,-7%,-23%,-23%
PLK1 PBD inh,-15%,-12%,-5%,-17%,-6%,-20%
IL-2 act,-0.1,-0.1,-2.3,-1.0,-0.5,-4.4

Limited to IL-2 act, for four of the compounds above:
| no. | SMILES | IL-2 act |
| --- | --- | --- |
| 2 | CCCc1ccc(OCc2nc(-c3ccc(NC(=O)c4ccco4)cc3)no2)cc1 | -0.1 |
| 3 | Cc1cc(C)c(C(=O)N2CCCC(Nc3ccc(C)c(C)c3)C2)o1 (stereo unspecified) | -2.3 |
| 4 | CCOC(=O)c1c(C)c(-c2ccccc2)n(CC(=O)N2CCN(C)CC2)c1C | -1.0 |
| 5 | CC1=C(C(=O)Nc2ccc(CC(=O)NCc3ccc(OC(C)C)cc3)cc2)SCCO1 | -0.5 |

Next part.
7	CCn1c(SCC(=O)Nc2nccs2)nnc1-c1ccco1
8	Cc1ccccc1Nc1nc2nonc2nc1N1CCOCC1
9	O=C(Nc1ccccc1Cc1ccccc1)c1ccc2c(c1)SC1=NS(=O)(=O)CCN12
10	COc1ccc(NC2CCCN(C(=O)C3(C)CCCCC3)C2)cc1OC (stereo unspecified)
11	CN(C)CCN(C)c1cc2c(c3c1ccn3C)C1CCC2O1 (stereo unspecified)
12	COc1cc2[nH]c(=O)n(CCC(=O)NCc3cccnc3)c(=O)c2cc1OC
assay / entry,7,8,9,10,11,12
FUS yeast rescue,15%,nt,?,29%,20%,-22%
EPAC1 ag,3%,-5%,13%,-1%,5%,6%
PI5P4K alpha inh,-1,-6,-19,-1,10,6
WRN helicase inh,-1%,7%,-6%,-15%,-11%,4%
Abeta rescue,5%,5%,2%,6%,-14%,-9%
EPAC1 antagonist,7%,10%,-14%,45%[activator],6%,-17%
PLK1 PBD inh,-11%,-2%,-3%,-13%,-10%,-6%
IL-2 act,1.9,-1.7,1.3,-3.8,-0.5,0.3

PI5P4K alpha inh, hit marks shown above
entry | molecule | FUS yeast rescue | EPAC1 ag | PI5P4K alpha inh | WRN helicase inh | EPAC1 antagonist | PLK1 PBD inh | IL-2 act
6 | O=c1cc(CSc2nnc(-c3cccs3)n2Cc2ccccc2)nc2sc3ccccc3n12 | ? | 3% | -51* | -9% | -23% | -20% | -4.4

Remaining list, next part
13	C=CCC1[C@H](C)[C@H]2[C@@H]3CC[C@@H](C3)[C@H]2CN1S(=O)(=O)c1ccc(C)cc1 (stereo partly specified)
14	O=C(NCCc1ccc2c(c1)OCCO2)c1ccc(F)cc1
15	CC(OCC(O)CNCC1COc2ccccc2O1)c1ccc(Cl)cc1 (stereo unspecified)
16	Cc1nnc(NC(=O)c2ccc(S(=O)(=O)C(F)F)cc2)s1
17	S=C(Nc1ccc2nccnc2c1)N1CCOCC1
18	CCn1c(SCC(=O)Nc2nccs2)nnc1-c1ccccn1
assay / entry,13,14,15,16,17,18
FUS yeast rescue,-2%,nt,-10%,-9%,21%,2%
EPAC1 ag,-10%,8%,-5%,-6%,5%,-1%
PI5P4K alpha inh,0,-8,23,-18,2,-12
WRN helicase inh,-10%,-15%,-6%,3%,0%,0%
Abeta rescue,-13%,-1%,-7%,-10%,-3%,-7%
EPAC1 antagonist,-10%,1%,-1%,-15%,7%,8%
PLK1 PBD inh,-15%,-7%,4%,4%,-11%,-12%
IL-2 act,-0.8,0.2,0.3,0.7,-0.1,0.7

Quoted at random: three records from the list, in no set order.
17	S=C(Nc1ccc2nccnc2c1)N1CCOCC1
14	O=C(NCCc1ccc2c(c1)OCCO2)c1ccc(F)cc1
16	Cc1nnc(NC(=O)c2ccc(S(=O)(=O)C(F)F)cc2)s1
assay / entry,17,14,16
FUS yeast rescue,21%,nt,-9%
EPAC1 ag,5%,8%,-6%
PI5P4K alpha inh,2,-8,-18
WRN helicase inh,0%,-15%,3%
Abeta rescue,-3%,-1%,-10%
EPAC1 antagonist,7%,1%,-15%
PLK1 PBD inh,-11%,-7%,4%
IL-2 act,-0.1,0.2,0.7

The listing continues:
19	CCOC(=O)Cn1cnc2c(nnn2-c2cccc(Cl)c2)c1=O
20	C=CCN1C(c2ccc(OCC)cc2)=CS/C1=C(\C#N)c1nnc2n1CCCCC2
21	O=C(O)CP(=O)(c1ccccc1)c1ccccc1
22	O=C(Nc1cccc2ccccc12)NC1CCS(=O)(=O)C1 (stereo unspecified)
23	COCC(=O)N[C@@H]1c2cc(OC)c(OC)cc2C[C@H]1OCc1ccccc1
24	CSc1nc2oc3c(c2c2nncn12)CC(C)(C)SC3
assay / entry,19,20,21,22,23,24
FUS yeast rescue,19%,34%,-33%,4%,-8%,-5%
EPAC1 ag,-7%,0%,10%,0%,-21%,16%
PI5P4K alpha inh,3,nt,5,2,6,-9
WRN helicase inh,-6%,-5%,-18%,5%,-1%,-13%
Abeta rescue,8%,-10%,-3%[9.22 µM],-9%,-10%,8%
EPAC1 antagonist,-9%,8%,?,-5%,-10%,-3%
PLK1 PBD inh,0%,-6%,-1%,-5%,-6%,-20%
IL-2 act,-1.8,-1.0,5.9,-1.1,0.0,0.9
